# TGFb SMAD3 inh – qHTS for Inhibitors of TGF-b; AID 588855, 2011; HepG2 CAGA-GFP TGF-b/SMAD3 reporter, GFP fluorescence, 18 h; TGF-beta stimulated, 500 pg/mL final; actives 1.2% (n = 410,000); Potency, µM (highest dose often 46.1 µM), without a hit: top-dose activity, negative = inhibition, actives largely listed as inhibitors; also: potency is read from the fitted curve at half-maximal effect; % is scaled to controls: 0 for no effect and ±100 for the full control effect; nearly all actives have a fitted effect of over 65% in size
#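 Inhibition of TGF-beta-driven CAGA-GFP reporter expression in HEPG2 cells is measured by cellular GFP fluorescence after 18 h stimulation with 500 pg/mL recombinant TGF-beta in 1% FBS medium at 37 degrees C.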
# MCF10A rerep – A quantitative high throughput screen for small molecules that induce DNA re-replication in MCF 10a normal breast cells; Potency, µM (titrated, usually from 46.1 µM), without a hit: top-dose activity, positive = re-replication, most hits filed as activators; MCF 10A DNA re-replication, Hoechst nuclear intensity, 48 h; AID 624296, 2012; actives 2.9% (n = 350,000); also: potency is read from the fitted curve at half-maximal effect; % of control where 0% means no effect; nearly all actives have a fitted effect of over 50% in size
# HepG2 tox – qHTS for Inhibitors of TGF-b: Cytotox Counterscreen. HepG2 CAGA-GFP viability, ATP luminescence, 18 h. Potency, µM (series often up to 46.1 µM), without a hit: at the top dose activity change, negative = cytotoxicity, most hits filed as cytotoxic. actives 0.76% (n = 410,000); also: potency is read from the fitted curve at half-maximal effect; some results filed as inactive show a strong effect at the top dose
#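 HepG2 CAGA-GFP cells (1000/well, DMEM with 1% FBS) received compound, then TGF-beta at 500 pg/mL final, and were incubated 18 hours at 37 degrees C. Viability was read by CellTiter-Glo luminescence. Media-only wells were set as complete cell-killing and DMSO as no toxicity.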
# Nrf2 activator – qHTS of Nrf2 Activators | AREc32 ARE-luciferase reporter (MCF7-derived line), luminescence, 24 h | Potency, µM (top dose mostly 46.1 µM), without a hit: at the highest dose activation, most hits filed as activators | actives 0.31% (n = 410,000); also: potency is read from the fitted curve at half-maximal effect; % of control where 0% means no effect; nearly all actives have a fitted effect of over 65% in size
#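 AREc32 cells carrying an ARE-driven firefly luciferase reporter were seeded at 1000 cells/well in OPTI-MEM with 5% FBS, then exposed to compound for 24 hr at 37 deg C. Luminescence was read with Steady-Glo after 30 min at RT.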
# A549 viability – Nrf2 qHTS screen for inhibitors: counterscreen for cytotoxicity | actives 0.16% (n = 390,000) | A549 ARE-Fluc cells, CellTiter-Fluor viability, 18-24 h | AID 504648, 2011 | Potency, µM (titrated, usually from 46 µM), inactives show at the highest dose activity change, negative = cytotoxicity, actives largely listed as inhibitors; also: potency is read from the fitted curve at half-maximal effect; % is scaled to controls: 0 for no effect and ±100 for the full control effect
#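 A549 ARE_Fluc cells in 5% FBS OPTI-MEM were exposed to compounds in concentration-response for 18-24 h at 37 deg C. Viability was read by CellTiter-Fluor fluorescence (Ex 405/Em 525) after 30 min, before the luciferase read.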
# ATXN viability – Viability Counterscreen for Primary qHTS for Inhibitors of ATXN expression | S2 cells (HEK-293 line with an ATXN2-luciferase reporter) viability, CellTiter-Fluor protease fluorescence, 24 h | Potency, µM (top dose mostly 56.7 µM), most hits filed as cytotoxic | actives 0.49% (n = 400,000); also: potency is read from the fitted curve at half-maximal effect; nearly all actives have a fitted effect of over 40% in size
# IL1B secr inh – qHTS for Inhibitors of Inflammasome Signaling: IL-1-beta AlphaLISA Primary Screen; AID 743279, 2014; activity change, % at 57.5 µM; THP-1 LPS/ATP IL-1B secretion, AlphaLISA, 16 h; active compounds read low; actives 4.7% (n = 360,000); in the data active = activity change below about -50%; inconclusive = mostly about -30% to -49%; also: % is scaled to controls: 0 for no effect and ±100 for the full control effect
#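 Secreted IL-1B measured by AlphaLISA bead assay after 16 h compound exposure of THP-1 cells; compounds (final up to 57.5 uM) added 1 h before LPS (250 ng/mL) and ATP (1.25 mM) stimulation; lower signal means less secretion.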
# ATXN2 expr inh – Primary qHTS for Inhibitors of ATXN expression; Potency, µM (highest dose often 57 µM), for the others: at the highest dose activity change, negative = inhibition, most hits filed as inhibitors; HEK-293 ATXN2-luciferase reporter, luminescence, 24 h; actives 0.72% (n = 360,000); also: potency is read from the fitted curve at half-maximal effect; % is scaled to controls: 0 for no effect and ±100 for the full control effect; nearly all actives have a fitted effect of over 55% in size
#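 ATXN2-luciferase reporter cells (luciferase flanked by upstream and downstream ATXN2 gene portions) were treated 24 h at 37 °C with compounds at up to 57 uM. SteadyGlo luminescence gave expression; GF-AFC fluorescence gave viability.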
# Nrf2 block – Nrf2 qHTS screen for inhibitors | actives 2.1% (n = 360,000) | Potency, µM (titrated, usually from 46 µM), without a hit: at the top dose activity change, negative = inhibition, usual class: inhibitors | A549 ARE-Fluc reporter, luciferase luminescence, 18-24 h | AID 504444, 2011; also: potency is read from the fitted curve at half-maximal effect; % is scaled to controls: 0 for no effect and ±100 for the full control effect; nearly all actives have a fitted effect of over 60% in size
#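 Concentration-response testing used A549 ARE_Fluc cells at 5000 cells/well. Following an 18-24 h compound incubation, viability was read by fluorescence (Ex 405/Em 525) and luciferase output by luminescence.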
# Active calls of the source: *; i = inactive; u = inconclusive; x = not tested or not shown; & = joins results of further samples; [ ] = dose if it differs, or a comment. Unless noted, calls follow the shape of the dose curve; as a rule, active = well fitted curve in the direction sought with a large enough effect; inconclusive = small, poorly fitted or top-dose-only effect, or another doubt; inactive = no such curve, though single readings can be large; an effect the other way counts as inactive or inconclusive.
SMILES,TGFb SMAD3 inh,MCF10A rerep,HepG2 tox,Nrf2 activator,A549 viability,ATXN viability,IL1B secr inh,ATXN2 expr inh,Nrf2 block
CCOP(=O)(c1ccccc1)C(O)c1ccc(F)cc1 (centres undefined),-2%,1%,-3%,0.1%,u,i,8,-5%,u
O=C1CC(c2ccc(F)cc2)c2c(c3ccccc3oc2=O)O1 (centres undefined),15%,x,-5%,0.1%,-8%,u,x,-11%,6%
CCOC(=O)c1c(N)n(CCN2CCOCC2)c2nc3ccccc3nc12,-2%,6%,-12%,0.2%,0%,i,u,-3%,-21%
CCC1(c2cccc(O)c2)CCCCN(C)C1 (centres undefined),2%,-2%,2%,-0.7%,-1%,i,-13,4%&6%,-12%
CCCn1cc(C(=O)O)cn1,-3%,14%,-3%,-0.4%,0%,i,2,-11%,8%
CCn1c(C)c(C(=O)NCCc2ccccc2)c2cc(OC)ccc21,3%,10%,18%,6.0%,1%,i,-7,5%,-8%
Cc1ccc(-n2c(=S)[nH]c3ccccc3c2=O)cc1C,-10%,x,-26%,-0.7%,x,i,u,x,x
CC(=O)O[C@H]1CCC2C3CCC4=CC(=O)CCC4=C3C=C[C@@]21C (some centres undefined),u,16%,-26%,u,-15%,x,-20,-2%,-23%
Cc1ccc(N)c(C)c1,-2%,23%,1%,-0.4%,-4%,i,16,2%,1%
Nc1c(C(=O)NCCN2CCOCC2)c2nc3ccccc3nc2n1Cc1ccco1,2%,6.5µM*,-44%,4.9%,0%,x,-24,-11%,-7%
COC(=O)[C@]1(C)N[C@H](CN(C)S(=O)(=O)c2ccc(-c3ccccc3)cc2)[C@@H]2C(=O)N(Cc3ccccc3)C(=O)[C@@H]21,0%,u,-1%,-0.3%,-8%,i,-5,-2%,-26%
CC(=O)Nc1ccc(C(=O)OCC(=O)Nc2ccc(Cl)cc2C(=O)c2ccccc2)cc1,7%,16%,-8%,2.9%,-1%,i,12,-4%,5%
COc1ccccc1-c1nn2c(=O)cc(CN3CCN(C(=O)Nc4ccc(C)cc4Cl)CC3)nc2s1,-1%,x,-2%,7.3%,-4%,u,x,-10%,x
CCCC(=O)c1cc(CP(=O)(OCC)OCC)oc1C,31%,2%,36%,-0.2%,6%,i,5,-17%,10%
COc1ccc2c3c1OC1[C@H](O)CCC4[C@@H](C2)N(C)CC[C@]314 (some centres undefined),15%,u,1%,-1.1%,-1%,i,23,4%,15%
CC(C)(C)NC(=O)CN1CCCN(C(=O)COc2ccc(Cl)c3ccccc23)CC1,0%,12%,0%,1.0%,-10%,u,0,-4%,-9%
C=CCN(CC=C)C(=O)CCN1CC1C (centres undefined),14%,16%,20%,-0.2%,-2%,i,-9,3%,3%
CCc1ccc(OCC(=O)N2CCN(CCc3ccncc3)CC2)cc1,0%,x,-7%,3.1%,8%,i,x,26%,6%
Cc1ccc(C2SCC(=O)Nc3c2c(=O)[nH]n3C2CCOC(C)(C)C2)cc1 (centres undefined),2%,-2%,-2%,-0.4%,4%,i,2,2%,x
CC(C)(C)NC(=S)N1Cc2ccccc2-n2nncc2C1,-12%,x,-85%,-0.2%,x,i,9,-5%,x
CCCCCCCCCCCCn1ccc(=N)cc1,10µM*,u,-151%,-0.9%,-16%,u,-100*,u,21µM*
Cc1ccc(N/N=C/C=C/c2ccco2)cc1,-17%,12µM*,8%,u,4%,x,u,95%[activator],19%
CCC(=NCc1cccnc1)c1c(O)n(C2CCCCC2)c(=O)[nH]c1=O,-3%,8%,-14%,-0.5%,-1%,i,-12,-16%,-25%
O=C1N[C@@H](Cc2ccccc2)C(=O)N2[C@H]3Nc4ccccc4[C@@]3([C@]34C[C@H]5C(=O)N[C@@H](Cc6ccccc6)C(=O)N5[C@H]3Nc3ccccc34)C[C@@H]12,u,u,-4%,0.2%,14%,13µM*,0,u,-13%
C[C@H]1CN([C@@H](C)CO)C(=O)c2cc(-c3cccnc3)cnc2O[C@H]1CN(C)Cc1ccc(Oc2ccccc2)cc1,-11%,x,-20%,-0.3%,x,u,-4,-26%,x
CCCc1nc2ccccc2c(=O)n1-c1ccc(O)cc1,10%,u,3%,0.3%,1%,i,9,3%,-14%
CCn1c(O)c(C=Nc2ccc(N3CCOCC3)c(Br)c2)c(=O)n(CC)c1=S,0%,2%,-19%,-1.0%,1%,u,-2,-19%,12%
COC(=O)C1=C(c2ccc(OCc3ccccc3)cc2)C[C@@H]2CC[C@H]1N2C(=O)NCCCCc1ccccc1,-16%,x,-18%,3.5%,x,i,-25,-19%,x
Cc1ccc(N2C(=O)NC(=O)C3(Cc4ccccc4N4CCCC43)C2=O)cc1 (centres undefined),3%,6%,-11%,-0.3%,-10%,i,24,3%,u
CC[C@H]1OC(=O)C[C@@H](O)[C@H](C)[C@@H](O[C@@H]2O[C@H](C)[C@@H](O[C@H]3C[C@@](C)(O)[C@@H](O)[C@H](C)O3)[C@H](N(C)C)[C@H]2O)[C@@H](CC=O)C[C@@H](C)C(=O)/C=C/C(C)=C/[C@@H]1CO[C@@H]1O[C@H](C)[C@@H](O)[C@@H](OC)[C@H]1OC,8%,-1%,-2%,-1.2%,-2%,i,20,0%,3%
Cc1ccc2c(c1)C1CN(C)CCC1N2C(=S)Nc1cccnc1 (centres undefined),-6%,2%,-29%,-0.2%,-14%,u,-7,-3%,u
CC1CCCN(C(=O)CN2C3CCC2CC(O)(c2ccc(F)cc2)C3)C1 (centres undefined),-15%,-4%,-1%,0.4%,-3%,i,-9,28%,5%
CCOc1ccc(Oc2nc(NCC(C)C)nc(N(C)C)n2)nn1,-8%,3%,4%,2.2%,-4%,u,-4,7%,x
CCOc1ccc(-c2cc(C)[n+](CCc3ccc(OC)c(OC)c3)c(-c3ccc(OCC)cc3)c2)cc1,u,14%,-35%,5.1%,-10%,u,-109*,u,u
CCOc1cc(CNC(C)C(O)c2ccccc2)cc(Cl)c1OCC (centres undefined),-25%,1%,-5%,2.8%,0%,u,u,-23%,1%
Cc1cc(OCC(=O)N2CCN(CCc3ccccn3)CC2)cc(C)c1Cl,u,x,-33%,4.0%,3%,u,x,-16%,12%
Cc1ccccc1-c1ccc2n1Cc1cnnn1-c1ccccc1-2,6%,u,-7%,5.0%,-2%,i,-8,-3%,6%
N=c1ccccn1Cc1ccccc1,-16%,-5%,-8%,-0.2%,0%,i,1,-5%[11.3 µM],10%
COc1cccc(OC)c1CN1CCCC(C(=O)c2cccc(Cl)c2)C1 (centres undefined),u,17%,-34%,2.6%,-17%,i,u,-19%,4%
CCOP(=O)(OCC)C1(C(=O)O)CCCC1,-7%,0%,-2%,-0.3%,-8%,i,13,-18%,4%
COc1ccccc1C(=O)Nc1ccc2nc(SCC(=O)N3CCCc4ccccc43)sc2c1,0%,x,-1%,4.0%,-6%,x,x,x,18µM*
CCN(C(=O)Cn1c(=O)oc2cc(S(=O)(=O)N3CCCC3)ccc21)c1cccc(C)c1,x,x,-26%,-0.4%,3%,x,x,x,u
Cc1cc(/C=C2\C(=O)NC(=O)N(c3ccccc3)C2=O)c(C)n1-c1ccc(C(=O)O)c(Cl)c1,3%,0%,-10%,0.4%,-2%,i,7,x,-5%
O=[N+]([O-])c1ccc(-c2ccc(C=Nc3cccc4ccccc34)o2)cc1,7%,8.2µM*,-8%,11%,-15%,i,-4,12%,6%
Nc1nc(OCc2ccccc2)c2[nH]cnc2n1,16%,-58%[inhibitor],-19%,4.0%,-7%,i,-22,14%&-1%,-8%
Cc1nc2cc(-c3ccccc3)nn2c(C)c1CCC(=O)N1CCC2(CC1)OCCO2,0%,12%,-23%,-2.1%,x,i,27,u,-28%
CC1c2ccccc2-n2nncc2CN1C (centres undefined),3%,-3%,1%,0.2%,0%,i,10,10%,4%
CCCCn1c(=O)c(C=Nc2cc([N+](=O)[O-])ccc2OC)c(O)n(CCCCl)c1=O,1%,5%,-19%,10%,0%,i,-2,x,2%
CC1(C)CC(=O)C=C(NCCN2CCN(C(=O)Cc3ccc(Cl)cc3)CC2)C1,8%,7%,-4%,-0.1%,1%,i,13,-6%,x
CCN(CC)c1ccc(/C=C2/C(=O)NC(=O)N(CC3CCCO3)C2=O)cc1 (centres undefined),36%[activator],u,-8%,2.0%,-2%,i,-5,4%,-5%

# Entries of single compounds, looked up by structure. Screens in order: TGFb SMAD3 inh, MCF10A rerep, HepG2 tox, Nrf2 activator, A549 viability, ATXN viability, IL1B secr inh, ATXN2 expr inh, Nrf2 block
# Cc1nc2cc(-c3ccccc3)nn2c(C)c1CCC(=O)N1CCC2(CC1)OCCO2 across the screens: 0%, 12%, -23%, -2.1%, x, i, 27, u, -28%
# CCN(C(=O)Cn1c(=O)oc2cc(S(=O)(=O)N3CCCC3)ccc21)c1cccc(C)c1 across the screens: x, x, -26%, -0.4%, 3%, x, x, x, u

# More compounds follow.
SMILES,TGFb SMAD3 inh,MCF10A rerep,HepG2 tox,Nrf2 activator,A549 viability,ATXN viability,IL1B secr inh,ATXN2 expr inh,Nrf2 block
O=C(N=Nc1c(O)[nH]c(=O)[nH]c1=O)C1COc2ccccc2O1 (centres undefined),u,u,3%,0.2%,0%,i,64,23%,-6%
COC(=O)C1=C(c2cc3ccccc3s2)C[C@@H]2CC[C@H]1N2C(=O)NCC1CC1,u,28%,-25%,0.8%,-15%,u,11,-12%,18µM*
CC(=NC1CCN(Cc2ccccc2)CC1)c1c(O)[nH]c(=O)[nH]c1=O,-9%,1%,8%,-0.4%,u,u,4,-5%,-4%
CN1CCN(c2ccc(C(F)(F)F)cc2N)CC1,-5%,-6%,-54%,0.8%,4%,i,-3,-29%,13%
CCC1C2CC3C4N(C)c5ccccc5C45CC(C2C5O)N3[C@@H]1O (some centres undefined),-14%,2%,-13%,0.4%,-3%,i,-3,x,0%

# From PubChem BioAssay

# Not all compounds are listed; the hit share may differ from the screen's.
